SR-BI HDL uptake = inhibitors of mouse SR-BI mediated HDL lipid uptake. Q61009. ldlA[mSR-BI] CHO cells, DiI-HDL uptake fluorescence, 3 h. inhibition, % at 12.5 µM. actives 0.96% (n = 320,000). AID 488896;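 active = mean replicate inhibition of at least 70% and a set share of replicates each scoring 70 or more; inconclusive = meets just one of the two criteria; inactive = fails both criteria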;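 note: 0% = median of neutral control wells and 100% = median of positive control wells; values of inactives mirror those of a sister screen read the other way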
Target sequence (Q61009 whole entry, looked up): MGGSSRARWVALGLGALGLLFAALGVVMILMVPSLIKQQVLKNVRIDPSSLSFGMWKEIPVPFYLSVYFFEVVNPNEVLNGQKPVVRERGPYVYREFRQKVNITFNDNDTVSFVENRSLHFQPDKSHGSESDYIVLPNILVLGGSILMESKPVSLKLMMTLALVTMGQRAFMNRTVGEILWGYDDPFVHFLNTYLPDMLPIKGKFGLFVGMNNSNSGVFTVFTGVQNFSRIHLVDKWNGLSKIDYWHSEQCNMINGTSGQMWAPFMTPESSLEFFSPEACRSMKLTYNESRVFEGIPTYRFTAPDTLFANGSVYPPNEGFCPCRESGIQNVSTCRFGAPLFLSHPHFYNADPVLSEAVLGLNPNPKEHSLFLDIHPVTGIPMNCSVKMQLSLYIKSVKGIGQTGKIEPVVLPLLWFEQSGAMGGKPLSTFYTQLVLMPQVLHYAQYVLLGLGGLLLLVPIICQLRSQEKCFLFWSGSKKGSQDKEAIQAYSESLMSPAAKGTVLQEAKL
PKA-R2B act = activates the human PKA-R2B holoenzyme complex; activation, % at 11.4 µM; PKA-R2B holoenzyme dissociation, Cy5-IP20 fluorescence polarization; R2B truncated from residue 108, S112A mutant; 0% DMSO only, 100% 113 µM cGMP; P22694+P31323; actives 0.079% (n = 340,000);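 active = activation above a cutoff set at the mean over all compounds plus 3 SD, cut at about 18% in these data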;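 note: higher means more holoenzyme dissociation and a rise in polarization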
SR-BI uptake up = activators of SR-BI mediated HDL lipid uptake | CHO ldlA[mSR-BI] cells, DiI-HDL uptake fluorescence, 3 h; 100 = double the neutral-control signal | actives 0.096% (n = 320,000) | AID 504775 | activation, % at 12.5 µM;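 active = mean replicate activation of at least 60% and every replicate at or above 60%; inconclusive = mean or all-replicate condition met, but not both; inactive = mean below 60% and not all replicates reaching 60%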;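 note: 0% = median plate neutral-control signal and 100% = twice that signal; values of inactives mirror those of a sister screen read the other way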
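Assay system: CHO ldlA[mSR-BI] cells, LDL receptor-null, SR-BI overexpressing; medium: Ham's F12 with 0.5% BSA, HEPES 25 mM, pH 7.4; also added: DiI-HDL 10 µg/mL; timing: 3 h uptake period with compound, 37 °C; signal: DiI fluorescence, bottom read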
NSD2 inh = blocks human histone methyltransferase NSD2. O96028. NSD2 peptide methylation, AlphaScreen, 120 min. inhibition, % at 12.5 µM. AID 743445. actives 0.54% (n = 310,000); in the data active = inhibition above about 50%
CDK5 inh = CDK5/p35 (human) kinase inhibition. Recombinant CDK5/p35, ADP-Glo luminescence, 60 min. AID 488839. inhibition, % at 10 µM. actives 0.01% (n = 330,000);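 active = highest replicate inhibition of at least 50% and at least 75% of replicates reaching 50%; inconclusive = only one of the two criteria met; inactive = both criteria failed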;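 note: plate controls were DMSO neutral control for no effect and GW8510 at 10 µM for full effect; many of its hits are not listed in these tables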
Pemphigus Ab inh = human desmoglein-3 autoantibody binding inhibition; P32926; DSG3-coupled beads, scFv-anti-DSG3-GFP binding, flow cytometry; hits give low values; binding (percent of control), % at 10 µM; actives 0.48% (n = 310,000); AID 588358;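 active = binding more than 3 SD below its plate's average and above zero; inconclusive = below that plate limit but binding exactly zero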;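 note: hits lower antibody fragment binding to DSG3; some compounds called inactive have numbers as strong as hits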
PKA-R1A activ = PKA-R1A complex activation; P00514+P68181; PKA-R1A dissociation, Cy5-IP20 fluorescence polarization; scaled: DMSO 0%, 113 µM cGMP 100%; activation, % at 11.4 µM; actives 0.083% (n = 340,000); AID 504707;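 active = percent activation above the mean of all tested compounds plus 3 SD, cut at about 19% in these data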;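 note: higher means more PKAc released from R1A so a rise in polarization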
dFosB activator = enhances mouse delta FosB homodimer DNA binding; P13346; purified delta FosB, TAMRA-CDK5 oligo fluorescence polarization; percent of positive-control signal above neutral wells; activation, % at 25 µM; actives 0.99% (n = 340,000);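 active = mean activation above about 17%, with every replicate also reaching it, limit read from the data, passing the limit was not always enough; inconclusive = only one of the two conditions met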;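 note: fluorescence polarization rise as delta FosB binds a TAMRA Cdk5 AP-1 oligo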
Target sequence (P13346 whole entry, looked up): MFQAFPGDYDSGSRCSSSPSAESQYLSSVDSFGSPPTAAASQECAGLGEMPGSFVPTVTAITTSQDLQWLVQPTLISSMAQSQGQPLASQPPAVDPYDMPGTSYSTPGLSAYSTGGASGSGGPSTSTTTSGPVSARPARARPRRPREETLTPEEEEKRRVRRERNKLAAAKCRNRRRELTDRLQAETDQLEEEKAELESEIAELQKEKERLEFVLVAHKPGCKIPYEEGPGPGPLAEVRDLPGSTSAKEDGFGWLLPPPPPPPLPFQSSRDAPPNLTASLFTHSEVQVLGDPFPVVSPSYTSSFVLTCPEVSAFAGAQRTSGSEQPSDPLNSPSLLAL
SUMO Mot1 rescue = blocks SUMOylation pathway, rescuing yeast Mot1-301 growth; S. cerevisiae Mot1-301 growth rescue, ATP luminescence, 38.5C; percent above DMSO median, 100 means doubled; growth rescue, % at 18.8 µM; actives 1% (n = 320,000); AID 2716;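 active = every valid replicate shows activation above 250% relative to neutral control wells; inactive = the rest, any valid replicate at or below 250%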;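 note: OY570 slx delta 5 strain wells were the positive control but not used for scaling; some compounds called inactive have numbers as strong as hits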
Arrestin-AP2 inh = human beta-arrestin and AP2 interaction inhibition; FITC-arrestin peptide / GST-AP2 beads, flow cytometry; AP2 beta2 appendage carries R879A mutation; inhibition, % at 10 µM; actives 0.31% (n = 340,000); AID 504490;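 active = inhibition above a set limit, near 3 SD of compounds lacking own fluorescence, cut at about 54% in these data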;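 note: plate controls were DMSO wells for no effect and 5 µM unlabelled arrestin peptide for full effect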
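System: GST-tagged AP2 beta2-adaptin appendage (R879A) on 4 µm glutathione beads / Reagent: FITC-arrestin peptide, 50 nM / Detection: HyperCyt-sampled flow cytometry, FL1 channel, ex 488/em 535 nm / Timing: 12 min plus 1 h, RT / Buffer or medium: PBS plus Tween 20 (0.05%) and BSA (0.1%)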
MITF act = activators of MITF-driven TRPM1 promoter activity in SK-MEL-5 cells. SK-MEL-5 TRPM1-promoter luciferase, 24 h; % of positive control, neutral wells = 0. activation, % at 12.5 µM. actives 0.75% (n = 300,000). AID 588334;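 active = mean activation of at least 80% with every replicate also reaching 80%; inconclusive = mean reaches 80% but some replicate falls short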;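 note: 0% = neutral control wells and 100% = parthenolide positive control wells; values of inactives mirror those of a sister screen read the other way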
The depositor's hits bear a star; ? = inconclusive; / = not tested or not shown.

SMILES	SR-BI HDL uptake	PKA-R2B act	SR-BI uptake up	NSD2 inh	CDK5 inh	Pemphigus Ab inh	PKA-R1A activ	dFosB activator	SUMO Mot1 rescue	Arrestin-AP2 inh	MITF act
COc1cc(C2OC(=O)c3ccccc3S2)cc(OC)c1OC (configuration not stated)	-23	-6	23	0	-1.5	/	6	-2	14	-7	1
O=C(COc1ccc(Cl)cc1)NC1=NN(c2ccccc2)C(=O)C1	7	-1	-7	11	-0.7	103	-10	-2	-12	2	-9
CC(=O)Nc1ccc(NC(=O)CC2(CC(=O)N3CCOCC3)CCCC2)cc1	-2	-12	2	-1	-0.5	97	-14	-2	/	5	-9
N#Cc1ncc(-c2ccc3c(c2)OCCOCCOCCOCCOCCO3)nc1C#N	-11	-3	11	-1	1.6	114	7	2	-15	2	14
COc1ccccc1CN(Cc1ccco1)S(=O)(=O)c1ccc(-n2cnnn2)c(OC)c1	10	-5	-10	/	-1.8	107	-1	-6	-4	-1	18
Cc1cccc(OCC(=O)NCC(=O)N=Nc2c(O)[nH]c3ccc([N+](=O)[O-])cc23)c1	6	-2	-6	9	-2.4	100	11	-11	1	16	-27
COc1ccccc1N(CC(=O)NCCc1ccccc1)C(=O)CCC(=O)Nc1nccs1	/	-7	/	2	-1.3	125	6	-5	-1	-12	-13
COCCN(C(=O)Cc1cccs1)C(C(=O)NCc1ccc(OC)cc1)c1ccc(C(C)C)cc1 (configuration not stated)	-4	-1	4	1	0.5	102	-3	-8	0	-2	-1
O=C1C2=C(c3ccccc31)[N+](=O)[C@@H]1CCCC[C@@H]1N2[O-]	3	-7	-3	27	-0.1	109	-8	-7	4	16	-1
COC(=O)/C=C1/S/C(=N/NC(=O)c2ccccc2C)NC1=O	5	-5	-5	-3	-0.9	102	-10	5	3	6	5
CC(C)CN1CC(C(=O)O)CC1=O (configuration not stated)	-4	12	10	-8	0.5	94	2	-10	220	-13	-10
COc1ccc(CCN2C(=O)CC(Nc3ccc(N4CCOCC4)cc3)C2=O)cc1OC (configuration not stated)	/	9	/	2	3.5	99	-12	-11	6	14	7
Cc1ccc(NC(=O)CCc2ccc(C)o2)c(Br)c1	-7	6	7	2	1.0	110	2	-4	6	11	40
CC(C)(C)Nc1nc(Nc2ccc([N+](=O)[O-])cc2)nc(NC(C)(C)C)n1	9	14	-9	1	0.7	117	5	-7	-10	-6	/
CCC(CC)C(=O)Nc1cccc(C(=O)NCCc2ccccc2)c1	18	1	-18	-2	0.2	97	-5	-10	/	10	2
CCOC(=O)CCC(=O)Nc1ncnc2c1C(c1ccccc1)c1c(ccc3ccccc13)O2 (configuration not stated)	?	-14	-73	/	2.1	111	-17	-5	177	1	1
Cc1ccnc(NS(=O)(=O)c2ccc(NC(=O)c3cncc(Br)c3)cc2)n1	-14	-1	14	0	0.9	97	-1	-3	-3	10	7
O=C(Nc1ccc(Br)cc1)C1CCCC1	/	-6	/	0	-0.7	110	-11	-3	333*	-7	-2
O=C(Nc1ccc(Cl)c(Cl)c1)N1CCCCCC1	11	6	-11	-7	-1.4	103	-3	3	-1	-9	65
Cc1cccc(NC(=O)CSc2ccc(-c3cccs3)nn2)c1C	47	-5	-47	1	-2.3	119	-7	5	4	0	-3
CN1CCc2c(sc3nc(SCC(N)=O)n(-c4ccccc4)c(=O)c23)C1	3	0	-3	4	-3.7	133	7	1	0	-1	2
COc1ccccc1NC(=O)Cc1noc(CSc2cc(C)c3ccccc3n2)n1	-1	2	1	-2	-1.0	99	2	3	-7	7	/
COc1cc(CCC(=O)OCC(=O)N(CCC#N)c2ccccc2)cc(OC)c1OC	-5	4	5	9	1.1	100	0	1	6	10	-9
COc1cc(/C=C2/SC(=S)N(Cc3ccccc3)C2=O)cc(OC)c1O	1	2	-1	11	7.1	/	-2	-15	-13	41	-7
Cc1nc2cc(C(=O)OCC(=O)NC3CCS(=O)(=O)C3)ccc2n1-c1ccccc1 (configuration not stated)	-14	-15	14	3	0.6	115	3	-11	-1	-1	20
Cc1ccnc(N=O)c1	0	-3	0	/	-0.6	101	-2	0	/	-8	42
Fc1cccc(NC(=S)NC2CCCCCCC2)c1	0	1	0	-14	-3.1	101	-8	8	5	2	26
O=C(Cn1ccc(NC(=O)OCc2ccccc2)nc1=O)NCCCN1CCCC1=O	-20	8	20	/	1.4	102	-1	1	1	6	-2
O=C(O)C1CSC(c2ccco2)N1 (configuration not stated)	-8	4	37	38	-0.4	98	-6	-14	142	2	-2
Cc1cccc(NC(=O)CCN2CCN(C)CC2)c1	0	0	0	1	0.3	108	2	-12	-2	4	3
CSc1ncccc1C(=O)NCC12CC3CC(CC(C3)C1)C2	-10	-3	10	-2	1.8	104	-3	-7	13	-10	-2
CC1(C)CC(=O)C2=C(C1)N(c1ncn[nH]1)C(N)=C(C#N)C2c1ccccc1 (configuration not stated)	-41	7	41	-5	-0.8	101	4	0	4	10	-2
O=C(O)c1ccc(Oc2ccc(C(F)(F)F)cn2)cc1	-10	9	10	-4	-8.3	100	-3	-1	-2	1	-3
C=CCSc1nc(N)c2c3c(sc2n1)CN(C)CC3	-21	3	21	7	-0.4	102	-6	-12	-7	-5	5
O=C(NCC(=O)N1CCN(c2ccccc2)CC1)c1ccc(Cl)cc1	4	0	-4	0	2.3	93	-8	5	26	-3	11
COc1ccc(C)cc1S(=O)(=O)N(CC(=O)O)c1ccc(F)cc1	-23	-5	23	-2	-1.5	/	2	0	-9	-7	0
COC(=O)c1ccc(S(=O)(=O)N(C2CCCCC2)C2CCCCC2)n1C	0	9	0	0	0.3	117	-4	-13	8	28	-8
COC(=O)c1nn(-c2ccccc2)c(Cl)c1/C=N/O	-5	-9	5	-2	-0.1	101	-1	-11	/	46	-8
CCc1nccn1S(=O)(=O)c1ccc(OC)c(C)c1C	-2	6	2	/	-6.1	104	-6	-1	2	-5	-2
O=C(CNC(=S)N(Cc1ccccc1F)C1CCCCC1)NC1CC1	-20	4	20	1	-0.6	95	4	-1	-5	-4	5
CCCCSc1cc(=O)[nH]c(N)n1	-10	8	10	0	0.1	93	-3	-3	296	13	6
CCOc1ccc(NC(=O)CN(C)C(=O)c2cccc(S(=O)(=O)N3CCCC3)c2)cc1OCC	50	-8	-50	1	1.0	107	-7	0	/	-8	-9
CCOC(=O)c1ccc(NC(=O)CSc2ccc(-c3ccccn3)nn2)cc1	-8	-6	8	-2	1.8	/	4	-6	-13	16	-35
COC(=O)c1ccc2nc(Nc3nc4c(F)cc(F)cc4s3)sc2c1	-4	-1	4	-2	-1.6	/	-8	-7	-13	4	-93
Cc1ccc2c(c1)c1c(n2C)C(C(N)=O)CCC1 (configuration not stated)	10	-13	-10	1	-12	107	2	1	-11	-1	-2

Part of the list above, as a markdown table:
| Molecule | SR-BI HDL uptake | PKA-R2B act | SR-BI uptake up | NSD2 inh | CDK5 inh | Pemphigus Ab inh | PKA-R1A activ | dFosB activator | SUMO Mot1 rescue | Arrestin-AP2 inh | MITF act |
| --- | --- | --- | --- | --- | --- | --- | --- | --- | --- | --- | --- |
| O=C(CNC(=S)N(Cc1ccccc1F)C1CCCCC1)NC1CC1 | -20 | 4 | 20 | 1 | -0.6 | 95 | 4 | -1 | -5 | -4 | 5 |
| CCCCSc1cc(=O)[nH]c(N)n1 | -10 | 8 | 10 | 0 | 0.1 | 93 | -3 | -3 | 296 | 13 | 6 |
| CCOc1ccc(NC(=O)CN(C)C(=O)c2cccc(S(=O)(=O)N3CCCC3)c2)cc1OCC | 50 | -8 | -50 | 1 | 1.0 | 107 | -7 | 0 | / | -8 | -9 |

Further results.
SMILES	SR-BI HDL uptake	PKA-R2B act	SR-BI uptake up	NSD2 inh	CDK5 inh	Pemphigus Ab inh	PKA-R1A activ	dFosB activator	SUMO Mot1 rescue	Arrestin-AP2 inh	MITF act
O=C1CCCCC1c1cccc2ccccc12 (configuration not stated)	-10	-8	10	-1	0.0	113	5	-3	6	15	-3
O=c1[nH]c2ccc(S(=O)(=O)NCCO)cc2[nH]1	-27	-3	27	-6	-6.0	97	0	-1	270	8	1
O=C(COC(=O)c1cncc(Br)c1)NCCC1=CCCCC1	-2	6	2	-1	0.1	95	7	-8	/	0	-4
CC[C@@]1(C(=O)OC)N[C@H](CN(C)C(=O)C2CCCCC2)[C@@H]2C(=O)N(Cc3ccccc3)C(=O)[C@@H]21	8	4	-8	/	4.9	101	-12	-7	/	-5	5
Cc1ccc(S(=O)(=O)C(C#N)c2nc3ccccc3nc2OC(C)C)cc1 (configuration not stated)	-18	8	18	0	-0.3	102	-2	-4	-14	4	8
CCOCCn1c(N2CCCC2)nc2c1c(=O)n(C)c(=O)n2C	-18	3	18	12	0.9	70	-2	3	-9	4	/
Cc1ccnc(NC(=O)Nc2ccc3c(c2)N(C)C(=O)CS3)c1	45	0	-45	0	2.2	98	2	-2	17	-3	187*
Cc1cc(C)c(C#N)c(SCc2ccccc2)n1	30	5	-30	-1	0.4	105	-1	-4	20	0	-10
CC(OC(=O)CCN=C1NS(=O)(=O)c2ccccc21)C(=O)NC1CCCCC1C (configuration not stated)	-45	9	45	0	0.9	104	-1	-5	4	9	6
CCc1nnc(NC(=O)C2(C)COC(c3ccc(OC)cc3)OC2)s1 (configuration not stated)	19	-3	-19	1	0.7	95	-12	-2	26	32	-7
CC(C)C(=O)OC/C(O)=C(\C#N)c1nc2ccccc2[nH]1	9	-4	-9	-1	-1.4	98	4	-1	-21	-12	-18
Cc1cccc(-n2cc(-c3ccccc3)c3c(NN4CCOCC4)ncnc32)c1	-13	1	13	-1	-0.2	99	-4	1	19	26	6
O=C1CN(C(=O)c2cc(Br)c(Br)s2)c2ccccc2N1	28	-6	-28	7	-1.4	/	2	-4	10	24	-15
COc1cc(NC(=O)c2cccc3c2C(=O)N(C2CCCCC2)C3)cc(OC)c1OC	47	-10	-47	0	0.6	102	-11	-17	-15	4	-11

Screening results from PubChem BioAssay.
